# TR-FRET SRC-2 ct = counter-screen for PPARgamma SRC-2 recruitment agonists: TR-FRET artefact | active compounds read high | TR-FRET ratio at 8 µM | actives 0.4% (n = 200,000) | AID 1049; in the data active = TR-FRET ratio above about 2000; also: inactives centre near 1500; reference of the scale not given here
# L major viab = Leishmania major promastigote growth inhibition; actives 9% (n = 200,000); Leishmania major promastigotes, resazurin fluorescence viability; inhibition, % at 10 µM; in the data active = inhibition above about 50%;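 also: promastigotes grown with compound for 44 hours at 28 °C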
# S1P3 antagonist = blocks the human S1P3 receptor; Q99500; CHO S1P3 NFAT-BLA reporter, FRET fluorescence, antagonist mode; inhibition, % at 4.98 µM; actives 0.27% (n = 170,000); AID 485;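 active = inhibition above the plate cutoff, the mean inhibition of test wells on that plate plus 3 SD, cut at about 28% in these data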;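 also: cells challenged with S1P at its EC80 of 0.8 µM; blue over green emission ratio from cleaved BLA substrate after 4 h stimulation; 0% = S1P-stimulated wells and 100% = unstimulated DMSO-only wells; some compounds past the cut are filed as inactive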
# PPARg SRC-3 ag = PPARgamma-driven SRC-3 recruitment agonism; actives 0.26% (n = 200,000); biochemical PPARgamma/SRC-3 coactivator recruitment assay; P37231; activation, % at 8 µM; in the data active = activation above about 23%;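 also: 0% = DMSO and 100% = reference agonist; some compounds past the cut are filed as inactive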
# Target sequence (P37231 whole entry, looked up): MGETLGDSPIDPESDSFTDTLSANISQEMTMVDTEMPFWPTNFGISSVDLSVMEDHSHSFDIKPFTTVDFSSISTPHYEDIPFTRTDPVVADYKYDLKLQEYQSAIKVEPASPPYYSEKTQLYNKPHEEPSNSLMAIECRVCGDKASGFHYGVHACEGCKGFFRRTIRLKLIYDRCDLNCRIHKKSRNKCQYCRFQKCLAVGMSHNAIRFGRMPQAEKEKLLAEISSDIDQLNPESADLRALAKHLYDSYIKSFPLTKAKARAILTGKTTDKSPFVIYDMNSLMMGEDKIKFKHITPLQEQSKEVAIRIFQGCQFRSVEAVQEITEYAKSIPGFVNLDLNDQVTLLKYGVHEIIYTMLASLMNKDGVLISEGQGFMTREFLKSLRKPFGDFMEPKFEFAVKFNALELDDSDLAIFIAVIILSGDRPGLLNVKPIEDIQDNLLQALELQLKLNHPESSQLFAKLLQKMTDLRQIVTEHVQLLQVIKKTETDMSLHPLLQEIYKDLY
# bIAP inh = blocks bovine intestinal alkaline phosphatase activity; purified bovine IAP, CDP-star luminescence, 30 min; inhibition, % at 20 µM; 190,000 tested, under 10 active;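 active = over 50% inhibition of intestinal alkaline phosphatase at 20 µM in the single-dose screen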
#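 System: Purified bovine intestinal alkaline phosphatase (IAP) enzyme | Input: IAP diluted 1/65,000,000 in the well | Also added: CDP-star chemiluminescent phosphatase substrate, 30 µM final | Dosing: 20 µM single dose | Times: Enzyme reaction for 30 min at room temperature | Detection: Luminescence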
# TLR4-MyD88 BLA = TLR4-MyD88 interaction inhibition in cells. O00206+Q99836. HeLa CL3-4 TLR4/MyD88 BLA complementation, FRET ratio. inhibition, % at 8.4 µM. actives 0.18% (n = 200,000); in the data active = inhibition above about 25%;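 also: 0% = vehicle and 100% = reference inhibitor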
# PPARg SRC-2 ag = promotes SRC-2 coactivator recruitment by human PPARgamma. P37231. PPARgamma LBD-SRC-2 recruitment, biochemical. activation, % at 8 µM. actives 0.34% (n = 200,000); in the data active = activation above about 22%;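 also: 0% = vehicle and 100% = reference agonist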
# PPARg SRC-1 ag = PPARgamma-driven SRC-1 recruitment agonism. P37231. PPARgamma-SRC-1 coactivator recruitment biochemical assay. activation, % at 8 µM. actives 0.41% (n = 200,000). AID 631; in the data active = activation above about 19%;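 also: 0% = DMSO and 100% = reference agonist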
# ROMK mod = human ROMK K+ channel modulation, primary screen; P48048; Tet-inducible ROMK, thallium flux fluorescence; actives lie on both sides; B-score at 10 µM; actives 2% (n = 130,000); AID 1918;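 active = signal ratio slope over the read window, or its plate-corrected B-score, at least 3 SD from the plate mean, either direction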;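 also: B-score of the F/F0 ratio slope over 7 to 12 s after thallium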
# Target sequence (P48048 whole entry, looked up): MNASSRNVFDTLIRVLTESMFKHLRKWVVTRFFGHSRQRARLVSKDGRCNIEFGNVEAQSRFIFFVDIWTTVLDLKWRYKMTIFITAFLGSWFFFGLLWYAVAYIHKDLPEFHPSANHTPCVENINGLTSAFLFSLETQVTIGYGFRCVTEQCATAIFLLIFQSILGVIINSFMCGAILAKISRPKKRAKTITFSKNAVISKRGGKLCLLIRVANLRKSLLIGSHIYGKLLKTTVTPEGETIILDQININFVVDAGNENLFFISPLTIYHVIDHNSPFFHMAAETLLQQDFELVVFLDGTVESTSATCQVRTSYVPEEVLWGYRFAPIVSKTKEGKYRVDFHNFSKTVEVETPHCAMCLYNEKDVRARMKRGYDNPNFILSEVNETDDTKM
# DTT redox prof = compounds producing H2O2 with reducing agent – biochemical, NIH compound library profiling, artefact control for MLSCN library redox annotation, primary screen; actives 0.03% (n = 200,000); activation, % at 10 µM; DTT-dependent redox cycling H2O2, phenol red/HRP absorbance; 100% = 100 µM peroxide control, 0% = buffer;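 active = activation of at least 50% relative to the plate's high and low controls in the primary single-dose screen; inactive = activation below 50%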;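 also: compound incubated with DTT at 0.8 mM final as the reducing agent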
# bIAP act = intestinal alkaline phosphatase (bovine) activation; actives 0.17% (n = 200,000); purified bovine IAP, CDP-star luminescence, 30 min; active compounds read high; fold of DMSO-control signal, blank-subtracted; activation factor at 20 µM; AID 1016;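 active = activation factor of 2 or more at 20 µM, a signal rise over negative controls twice the positive control's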
# Active calls of the source: *; · = not tested or not shown.
# The opening three entries, to show the layout:
SMILES,TR-FRET SRC-2 ct,L major viab,S1P3 antagonist,PPARg SRC-3 ag,bIAP inh,TLR4-MyD88 BLA,PPARg SRC-2 ag,PPARg SRC-1 ag,ROMK mod,DTT redox prof,bIAP act
O=C(CSc1nnc(Cc2ccccc2)o1)NCCc1ccccc1,1335,-6,29,5,10,2,4,-2,·,4.8,0.9
CCC(NC(=O)C1CCC1)c1ccc(C)cc1 (stereo not given),1543,18,·,9,·,-3,10,-1,·,2.0,0.5
O=C(NNC1=C(C(=O)C(F)(F)F)CCC1)c1ccncc1,1566,-1,-6,1,-9,6,7,8,0.96,-0.6,1.1

# Main list, from the first entry:
SMILES,TR-FRET SRC-2 ct,L major viab,S1P3 antagonist,PPARg SRC-3 ag,bIAP inh,TLR4-MyD88 BLA,PPARg SRC-2 ag,PPARg SRC-1 ag,ROMK mod,DTT redox prof,bIAP act
O=C(CSc1nnc(Cc2ccccc2)o1)NCCc1ccccc1,1335,-6,29,5,10,2,4,-2,·,4.8,0.9
CCC(NC(=O)C1CCC1)c1ccc(C)cc1 (stereo not given),1543,18,·,9,·,-3,10,-1,·,2.0,0.5
O=C(NNC1=C(C(=O)C(F)(F)F)CCC1)c1ccncc1,1566,-1,-6,1,-9,6,7,8,0.96,-0.6,1.1
Cc1ccc(NC(=S)NCC2CCN(C(C)c3ccccc3)C2)cc1C (stereo not given),1479,82*,-3,-1,-17,7,1,2,-4.2*,-1.2,1.2
Cc1ccccc1SCCNC(=O)CCc1ccccc1,1478,-12,-26,0,4,7,1,-4,0.093,-0.5,1
Cc1nnc(SCc2nnc(-c3ccccc3Br)o2)n1-c1ccccc1,1513,-7,-4,6,0,-1,-3,3,-0.0066,0.5,1
Cn1nc(C(F)(F)F)c(C(=O)Nc2ccc(F)cc2F)c1Sc1ccc(C(F)(F)F)cc1,1500,-4,·,-1,0,2,3,5,·,2.1,1
CC1CCC(NC(=O)C2CCC(CNS(=O)(=O)c3cccc4nsnc34)CC2)CC1 (stereo not given),1711,-11,·,4,1,-9,4,7,·,-1.6,1
Cc1cccc(OCCNC(=O)c2ncn[nH]2)c1,1409,5,-27,-11,-2,-1,6,-9,·,2.4,1
CN(CC(=O)Nc1ccc(N2CCOCC2)cc1)Cc1c(O)ccc2ccccc12,1540,-10,1,2,0,-10,-3,12,0.86,-0.9,1
COc1ccc(C(=O)N=c2sc3ccccc3n2C)cc1,1551,1,3,7,-15,-9,5,9,1.5,-0.3,1.2
CN1CCN(CCNC(=O)Nc2ccc([N+](=O)[O-])cc2)CC1,1531,-1,-3,-4,-2,-10,-4,-2,0.49,-1.8,1
COc1ccc(-c2noc(CCC(=O)N(C)c3cccc(C)c3)n2)cc1,1603,7,·,12,-12,1,4,1,0.44,0.0,1.1
Cc1cccc(NC(=S)NC2CC3CCC(C2)N3Cc2ccco2)c1C (stereo not given),1561,90*,·,5,-4,8,4,-5,·,-4.3,1
Cc1nn(Cc2ccccc2Cl)c2sc(C(=O)Nc3ccccc3N3CCOCC3)cc12,1550,26,-9,2,-4,4,2,-5,0.29,0.1,1
Oc1ccc(Cl)cc1C1=NNC(c2cc(Br)cc3c2OCOC3)C1 (stereo not given),1882,48,-8,17,-11,12,11,17,-0.017,0.1,1.1
COc1ccc(C)cc1NC(=O)c1[nH]c(C)c(C(C)=O)c1C,1633,8,23,2,6,-13,1,-5,-0.38,-1.2,0.9
Cc1cc(C(=O)OCc2nc3ccccc3s2)c(C)o1,1395,-7,-3,2,23,-6,0,-7,·,1.7,0.8
Cc1cc2oc(=O)cc(CN3CCN(Cc4ccccc4)CC3)c2cc1Cl,1685,4,-14,-3,-11,-2,3,16,0.35,-0.1,1.1
Clc1cccc(-c2nc(NCCCN3CCOCC3)c3ccccc3n2)c1,1586,80*,5,1,-3,12,5,8,-2.6,-1.8,1
O=C(N1CCOCC1)N1CCN(c2ccccc2)CC1,1549,-8,·,5,7,-7,-2,0,·,-0.3,0.9
CCC(=O)N1CCN(c2ccc(NC(=O)COc3ccccc3Cl)cc2)CC1,1514,3,·,15,-1,-10,3,4,-0.47,-0.2,1
CCOCCn1c(CN2CCC(Cc3ccccc3)CC2)nc2c1c(=O)n(C)c(=O)n2C,1596,-1,-43,4,-6,-3,6,0,0.015,-0.6,1.1
COc1ccc(S(=O)(=O)Nc2cccc(N(C)S(C)(=O)=O)c2)cc1Br,1526,-3,-12,4,3,4,-1,6,·,0.2,1
N/C(=N\OC(=O)CCc1ccccc1)c1ccc(Cl)cc1,1667,-4,·,-4,10,-3,12,1,·,-4.7,0.9
CCCc1nc2ccccc2n1CCOC,1602,9,·,3,10,0,5,5,1.3,-0.1,0.9
Cc1ccccc1CSCC(=O)Nc1c(C)n(C)n(-c2ccccc2)c1=O,1629,-4,9,4,-9,2,9,4,·,-0.4,1.1
Clc1ccccc1C(c1nnnn1Cc1ccco1)N1CCN(Cc2ccco2)CC1 (stereo not given),1644,11,-36,9,-2,4,7,7,-0.78,-0.8,1
O=C(CSc1nc2[nH]ncc2c(=O)n1-c1ccccc1Br)NCc1ccco1,1311,3,83*,-6,-13,10,1,3,·,0.1,1.1
O=C(O/N=C1\CCCc2ccccc21)c1ccc(F)cc1,1704,-6,·,13,9,-17,7,0,·,-4.0,0.9
CCOc1ccc(NS(=O)(=O)c2ccc3[nH]cc(C(=O)NCCOC)c(=O)c3c2)cc1,1461,-6,-1,5,7,-12,-4,2,·,-1.6,0.9
Cc1ccc(S(=O)(=O)NC(=NC(C)C(=O)O)c2ccccc2)cc1 (stereo not given),1447,-6,20,10,-1,-9,3,0,·,-0.2,1
COc1cc(OC)c(/C=N/NC(=O)c2ccncc2)cc1Br,1697,2,0,0,8,12,0,-3,0.15,-0.3,0.9
CC1(C)Cc2[nH]c(=S)c(C#N)cc2CO1,1470,0,·,-2,0,15,-3,-2,-0.98,1.8,1
CCOc1ccc(CC(=O)Nc2c(C(=O)Nc3ccccc3)oc3ccccc23)cc1OCC,1638,11,·,9,6,-6,4,16,·,1.3,0.9
Cc1ccc2c(c1C)NC(C)CC2C (stereo not given),1527,6,0,-14,6,4,-3,4,-0.014,2.6,0.9

# 11 structures already listed, ordered by SMILES length, ascending.
SMILES,TR-FRET SRC-2 ct,L major viab,S1P3 antagonist,PPARg SRC-3 ag,bIAP inh,TLR4-MyD88 BLA,PPARg SRC-2 ag,PPARg SRC-1 ag,ROMK mod,DTT redox prof,bIAP act
CCCc1nc2ccccc2n1CCOC,1602,9,·,3,10,0,5,5,1.3,-0.1,0.9
Cc1ccc2c(c1C)NC(C)CC2C (stereo not given),1527,6,0,-14,6,4,-3,4,-0.014,2.6,0.9
CC1(C)Cc2[nH]c(=S)c(C#N)cc2CO1,1470,0,·,-2,0,15,-3,-2,-0.98,1.8,1
N/C(=N\OC(=O)CCc1ccccc1)c1ccc(Cl)cc1,1667,-4,·,-4,10,-3,12,1,·,-4.7,0.9
COc1cc(OC)c(/C=N/NC(=O)c2ccncc2)cc1Br,1697,2,0,0,8,12,0,-3,0.15,-0.3,0.9
Cc1ccccc1CSCC(=O)Nc1c(C)n(C)n(-c2ccccc2)c1=O,1629,-4,9,4,-9,2,9,4,·,-0.4,1.1
Clc1ccccc1C(c1nnnn1Cc1ccco1)N1CCN(Cc2ccco2)CC1 (stereo not given),1644,11,-36,9,-2,4,7,7,-0.78,-0.8,1
O=C(CSc1nc2[nH]ncc2c(=O)n1-c1ccccc1Br)NCc1ccco1,1311,3,83*,-6,-13,10,1,3,·,0.1,1.1
COc1ccc(S(=O)(=O)Nc2cccc(N(C)S(C)(=O)=O)c2)cc1Br,1526,-3,-12,4,3,4,-1,6,·,0.2,1
CCOc1ccc(CC(=O)Nc2c(C(=O)Nc3ccccc3)oc3ccccc23)cc1OCC,1638,11,·,9,6,-6,4,16,·,1.3,0.9
CCOc1ccc(NS(=O)(=O)c2ccc3[nH]cc(C(=O)NCCOC)c(=O)c3c2)cc1,1461,-6,-1,5,7,-12,-4,2,·,-1.6,0.9

# (further entries)
SMILES,TR-FRET SRC-2 ct,L major viab,S1P3 antagonist,PPARg SRC-3 ag,bIAP inh,TLR4-MyD88 BLA,PPARg SRC-2 ag,PPARg SRC-1 ag,ROMK mod,DTT redox prof,bIAP act
Cc1oc2cc(O)ccc2c(=O)c1-c1cnn(-c2ccccc2)c1,1642,14,·,1,4,-1,-2,3,0.17,2.1,1
N#Cc1c(/N=C/c2ccc(Br)s2)sc2c1CCC2,1528,-5,·,4,·,5,9,7,0.49,1.6,0.2
CCn1c(SCC(=O)c2ccc(O)c(O)c2)nnc1-c1ccc(C)cc1,1640,-10,·,9,13,0,-5,5,·,1.2,0.9
O=C1CC(c2nc3ccccc3[nH]2)CN1Cc1ccccc1 (stereo not given),1451,-8,-27,11,10,0,5,-6,·,0.0,0.9
NS(=O)(=O)c1ccc(CCNC(=O)c2ccc(Br)s2)cc1,1515,-3,-24,3,3,-14,5,2,-0.011,-0.8,1
CCOC(=O)C1CCN(C(=O)CN(c2ccc3c(c2)OCCO3)S(C)(=O)=O)CC1,1479,-9,·,6,4,-9,10,0,1.3,-0.1,1
O=c1c(-c2ccc(F)cc2)coc2cc(O)ccc12,1528,-2,-8,-1,5,-8,13,-1,·,0.4,1
Cc1c(Cl)cn2c(=O)cc(CN3CCN(c4ccccc4)CC3)nc2c1Cl,1629,-3,-9,6,-14,-13,4,3,-0.11,-0.9,1.1
CCC(=O)N1COC[C@@H]1Cc1ccccc1,1437,-8,-7,3,3,-4,1,4,1.5,-0.2,1

# Source: PubChem BioAssay (several laboratories)
